Lamin A splicing: LMNA splicing modulation. HeLa LMNA splicing GFP/RFP minigene ratio, 48 h. Potency, µM (top dose mostly 46.1 µM), inactives show at the top dose ratio change, negative = inhibition, hits mostly inhibitors. hit rate 0.01% among 200,000. AID 1487; active = well fitted inhibition curve with a large enough effect in the signal ratio, with a control signal flat, not every such curve was filed as active; inconclusive = small, poorly fitted or top-dose-only effect, or effect the other way, or a change in a side signal; the % refers to the signal ratio
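S3 HeLa stable clones carrying a lamin A-EGFP splicing minigene plus DsRed2 were seeded at 600 cells/well in Opti-MEM with 2% FBS, pin-dosed and incubated 48 h at 37°C. Acumen cytometry (488 nm) gave the GFP/RFP total-intensity ratio.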
The depositor's hits bear a star; u = inconclusive; [ ] = remark or other dose. % is scaled to controls: 0 for no effect and ±100 for the full control effect; potency is read from the fitted curve at half-maximal effect.

SMILES,Lamin A splicing
Cc1ccc(C)c(N2C(=O)N(C)c3ccccc3S2(=O)=O)c1,-1.2%[46 µM]
CCOC(=O)c1c(C)oc2nc(C)nc(NCc3ccccc3OCC)c12,-22.2%[46 µM]
COc1ccc2nc(N(Cc3cccnc3)C(=O)C3CCCCC3)sc2c1,-5.0%[46 µM]
COc1cc(OC)cc(C(=O)Nc2nnc3n2CCS3)c1,-6.2%[46 µM]
CCC(C)NC(=O)c1cnn(-c2ccc(Cl)cc2)c1C1CCN(C(=O)OC(C)(C)C)CC1 (stereo not given),6.1%[46 µM]
COc1ccc(C(=O)NCC(c2cccs2)S(=O)(=O)c2ccc(F)c(C)c2)cc1 (stereo not given),u
COc1ccc(OCC2c3cc(OC)c(OC)cc3CCN2C(=O)c2ccc(F)cc2)cc1 (stereo not given),-5.4%[46 µM]
COc1ccccc1CN1CCNC(=O)C1=O,-11.0%[46 µM]
Cc1cc(C(=O)Nc2cccc(C(F)(F)F)c2)c2c(C)nn(-c3cccc(F)c3)c2n1,u
COc1ccc(S(=O)(=O)N2CCC(c3ccncc3)CC2)cc1Cl,-17.1%[46 µM]
CCC(=O)Nc1cccc(C(=O)OCc2cc(=O)n3nc(CC)sc3n2)c1,2.3%[46 µM]
Cn1cc(-c2cc3n(n2)CCC(=O)N3CCCC(=O)NCc2ccccc2)c2ccccc21,-1.1%[46 µM]

Other records.
SMILES,Lamin A splicing
Cc1ccccc1CN1C(=O)c2ccccc2Sc2ccc(C(=O)NC3CCCCC3)cc21,-19.1%[46 µM]
O=C(c1ccc2c(c1)N(Cc1cccc(Cl)c1)C(=O)c1ccccc1S2)N1CCOCC1,9.0%[46 µM]
COCCNC(=O)c1ccc2nc(CCc3ccccc3)oc2c1,u
COc1ccc(-c2nc3c4ccccc4n(CC(=O)N4CCN(c5ccccc5OC)CC4)c(=O)n3n2)cc1,9.8%[46 µM]
Cc1cc(C)c2nc(N(Cc3cccnc3)C(=O)c3ccc(S(=O)(=O)N(C)C)cc3)sc2c1,14.3%[46 µM]
COCC(=O)NCc1nc2cccnc2n1Cc1ccc(F)cc1,u
Cc1ccc(OCC(=O)NCC(=O)OCc2cc(=O)n3nc(CC(C)C)sc3n2)cc1,-7.6%[46 µM]
COC(=O)c1ccc(CN(Cc2ccc(OC)c(OC)c2)S(=O)(=O)c2cc(C(=O)Nc3cccc(C)c3)ccc2F)cc1,-0.9%[46 µM]
Cc1nn2c(C)c(C(=O)NCc3cccc(Br)c3)cnc2c1-c1ccccc1,u
Cc1cc(O)c(C(c2ccccc2)N2CCN(c3ccccc3)CC2)c(=O)n1Cc1ccco1 (stereo not given),-9.8%[46 µM]
Cc1ccc(N2C(=O)CS(=O)(=O)C23C(=O)N(Cc2ccc(Cl)cc2)c2ccccc23)cc1C (stereo not given),-4.5%[46 µM]
CCc1ccccc1NC(=O)c1oc(=O)c2ccccc2c1-c1ccccc1,-6.3%[46 µM]

(next part)
SMILES,Lamin A splicing
COc1ccccc1C(=O)OCc1cc(=O)n2nc(-c3cccs3)sc2n1,3.6%[46 µM]
COc1ccc(-c2nc3sc(CCNC(=O)C(=O)Nc4cc(C)cc(C)c4)c(C)n3n2)cc1,1.4%[46 µM]
Cc1c(Cl)ccc2sc(N3CCN(C(=O)C4CC4)CC3)nc12,-11.3%[46 µM]
COc1ccc(CC(=O)Nc2nnc3n2CCS3)cc1,7.7%[46 µM]
CCOC(=O)c1ccc(Nc2nn3c(=O)c4ccccc4nc3s2)cc1,u
Cc1ccc(CNC(=O)c2c[nH]c3ccc(S(=O)(=O)N4CCOCC4)cc3c2=O)cc1,7.9%[46 µM]
O=C(c1cccs1)N1CCCc2cc(NS(=O)(=O)c3ccc(F)cc3)ccc21,-3.0%[46 µM]
O=C(NCc1ccc2c(c1)CCN2C(=O)c1ccncc1)c1ccccc1Cl,-21.8%[46 µM]
Cc1nc(N2CCCC2)ncc1C(=O)Nc1ccccc1,4.4%[46 µM]
Cc1ccc(Cn2ccnc2SCC(=O)NCc2ccccc2Cl)cc1,3.2%[46 µM]
CCCCNC(=O)c1cc(-c2cccnc2)nc2ccc(S(=O)(=O)NCCCC)cc12,u
COCCNC(=O)CSc1nnc2[nH]c(=O)cc(C)n12,5.2%[46 µM]

For convenience, six of the compounds above.
SMILES,Lamin A splicing
COc1ccc(-c2nc3sc(CCNC(=O)C(=O)Nc4cc(C)cc(C)c4)c(C)n3n2)cc1,1.4%[46 µM]
Cc1c(Cl)ccc2sc(N3CCN(C(=O)C4CC4)CC3)nc12,-11.3%[46 µM]
COc1ccc(CC(=O)Nc2nnc3n2CCS3)cc1,7.7%[46 µM]
CCOC(=O)c1ccc(Nc2nn3c(=O)c4ccccc4nc3s2)cc1,u
Cc1ccc(CNC(=O)c2c[nH]c3ccc(S(=O)(=O)N4CCOCC4)cc3c2=O)cc1,7.9%[46 µM]
O=C(c1cccs1)N1CCCc2cc(NS(=O)(=O)c3ccc(F)cc3)ccc21,-3.0%[46 µM]

Next section.
SMILES,Lamin A splicing
COC(=O)c1ccccc1NC(=O)CSc1nc2ccccc2nc1Cc1ccc(F)cc1,u
Cc1cccn2c(=O)cc(COc3ccc(NC(=O)c4cccc(F)c4)cc3)nc12,6.7%[46 µM]
Cc1ccc(/C=C/c2onc(C)c2S(=O)(=O)N2CCC(C(=O)N3CCC(N(C)C(C)C)CC3)CC2)cc1,u
Cc1ccc(Cl)cc1NC(=O)c1oc2ccc(S(=O)(=O)N3CCC4(CC3)OCCO4)cc2c1C,13.9%[46 µM]
CCN1CCN(c2ncnc3c2cnn3-c2cc(Cl)ccc2C)CC1,u
CCOC(=O)c1c(S(=O)(=O)N2CCCC(C(=O)Nc3ccc(C)cn3)C2)c(C)n(C)c1C (stereo not given),15.3%[46 µM]
Cc1nn(-c2ccccc2)c2c1N(CC(=O)N1CCN(c3cccc(Cl)c3)CC1)C(=O)CS2,-8.1%[46 µM]
CC(C)c1ccc(NC(=O)CS(=O)(=O)c2cccc3nsnc23)cc1,2.9%[46 µM]
Cc1cn(C)c(CC(=O)N2CCN(c3cccc(Cl)c3)CC2)c1C(=O)O,17.7%[46 µM]
Cc1cn(C)c(CC(=O)NCc2cccc(Cl)c2)c1C(=O)O,3.7%[46 µM]
CCc1cccc(NC(=O)c2cc(S(=O)(=O)N3CCCCCC3)cn2C)c1,15.6%[46 µM]
COc1ccc(NCc2nnc3n2CCCCC3)c(OC)c1,u

Next part:
SMILES,Lamin A splicing
COc1ccc(OC)c(NCc2cccn2-c2nnc(N3CCCCC3)s2)c1,u
CCC(=O)N1c2ccccc2CC1C(=O)NCCCN1CCN(c2ccccc2)CC1 (stereo not given),3.7%[46 µM]
Cc1cc(C)c(NC(=O)c2cc(C)nc3c2c(C)nn3-c2cccc(F)c2)c(C)c1,u
CCOC(=O)c1cnc(N2CCN(c3cccc(C)c3C)CC2)c2ccccc12,u
Cc1ccc(-c2nc3scc(CCNC(=O)c4cccc(Br)c4)n3n2)cc1,u
Cc1ccc(C)c(S(=O)(=O)NCC(c2ccco2)S(=O)(=O)c2ccc(F)cc2)c1 (stereo not given),-5.2%[46 µM]
O=C(Nc1ccc(F)cc1F)c1ccc(-n2cnnc2)cc1,-10.6%[46 µM]
CCOC(=O)N1CCN(S(=O)(=O)N2CCCC(C(=O)NCc3ccccc3OC)C2)CC1 (stereo not given),-14.0%[46 µM]
CCC(C)NC(=O)Cc1ccc(NC(=O)N2CCCCc3ccccc32)cc1 (stereo not given),u
COC(=O)c1ccc(NC(=O)c2cc3cc4ccc(OC)c(Cl)c4nc3s2)cc1,18.6%[46 µM]
CCc1nnc2c3ccccc3nc(N3CCN(c4cc(Cl)ccc4C)CC3)n12,u
CCCCCCOc1ccc(C2C(=O)N(C3CCCCC3)CC(=O)N2CCCC)cc1 (stereo not given),-11.0%[46 µM]

Next structures follow:
SMILES,Lamin A splicing
COc1ccc(-c2nnc(SCC(=O)NC3CCCC3)nc2-c2ccc(OC)c(OC)c2)cc1OC,u
COc1ccc(-c2c(C)c3ccc(O)c(CN4CCCCC4)c3oc2=O)cc1OC,2.5%[46 µM]
Cc1cc(=O)[nH]c2nnc(SCC(=O)Nc3cc(C(F)(F)F)ccc3Cl)n12,5.4%[46 µM]
CCCNS(=O)(=O)c1ccc2nc(NC(=O)c3ccc(F)cc3)sc2c1,-7.4%[46 µM]
Cc1cc(=O)n(Cc2cccc(F)c2)c2c1c(C)nn2-c1cccc(F)c1,7.2%[46 µM]
O=C(CSC1=Nc2ccccc2N=C(c2ccc(F)cc2)C1)NCc1ccccc1Cl,u
O=C(NCC1CCN(Cc2cccc(Cl)c2)CC1)c1cc2ccc3cccnc3c2[nH]1,-7.0%[46 µM]
Cc1ccc(S(=O)(=O)C(CNC(=O)C(=O)NCCc2ccc(Cl)cc2)c2cccs2)cc1 (stereo not given),5.0%[46 µM]
Cc1ccc(-n2ncc3c(NCCc4ccccc4)ncnc32)cc1Cl,u
CCC(CC)C(=O)Nc1ccccc1C(=O)OCc1cc(=O)n2nc(C3CCCCC3)sc2n1,-8.4%[46 µM]
Fc1ccc(Nc2nc(SCc3ccccc3Cl)nc3ccccc23)cc1,u
COc1ccc(N2C(=O)CCSC23C(=O)N(Cc2ccc(F)cc2)c2ccccc23)cc1 (stereo not given),u

Continued:
SMILES,Lamin A splicing
O=C(Cc1ccccc1)Nc1cccc(-c2cn3cccnc3n2)c1,-16.6%[46 µM]
O=S(=O)(Nc1cccc(-c2ccc(N3CCCCCC3)nn2)c1)c1cccc(F)c1,7.1%[46 µM]
CCOc1ccc(CCNC(=O)CN2C(=O)C(CC)Oc3ccccc32)cc1OCC (stereo not given),-13.2%[46 µM]
CCOC(=O)c1ccccc1NC(=O)N1CCCN(S(=O)(=O)c2ccc3c(ccn3CC)c2)CC1,-6.3%[46 µM]
O=C(COc1ccccc1Cl)OCc1cc(=O)n2nc(C3CCCCC3)sc2n1,2.2%[46 µM]
O=C(NCCc1ccccc1)c1c2c(nc3ccccc13)C(=O)N(C1CCCCC1)C2,-10.5%[46 µM]
COc1ccc(C)c2sc(N3CCN(C(=O)c4ccco4)CC3)nc12,0.2%[46 µM]
O=C(NCc1ccc2c(c1)CCN2C(=O)c1ccc(Cl)cc1)c1cccc(F)c1,-12.5%[46 µM]
COc1cc(NC(=O)NCCc2c(C)nn(C)c2C)cc(OC)c1OC,-5.2%[46 µM]
CC(C)(C)OC(=O)N1CCC(c2c(C(=O)NCCN3CCC(Cc4ccccc4)CC3)cnn2-c2ccc(F)cc2)CC1,u
CC1=C(c2ccc(C)c(C)c2)S(=O)(=O)N=C1N1CCC(C(=O)NCCc2ccco2)CC1,0.8%[46 µM]
CCCSCCCNC(=O)c1ccc(C)c(NC(=O)c2nsc3ccccc23)c1,u

Other compounds
SMILES,Lamin A splicing
COc1cc(C(=O)Nc2ccc(OCc3cc(=O)n4cccc(C)c4n3)cc2)cc(OC)c1OC,9.3%[46 µM]
COc1ccccc1CNC(=O)C1CCN(S(=O)(=O)c2ccc3c(ccn3C)c2)CC1,u
NC(=O)CN1C(=O)C2(SCC(=O)N2c2cccc(F)c2)c2ccccc21 (stereo not given),11.7%[46 µM]
COc1ccc(OC)c(S(=O)(=O)NCC(c2cccs2)S(=O)(=O)c2ccc(F)cc2)c1 (stereo not given),-7.6%[46 µM]
O=C(CCCc1ccccc1)NC1CC(=O)N(c2ccc(F)cc2)C1 (stereo not given),3.4%[46 µM]
CCC(Sc1nc2ncccc2o1)C(=O)Nc1cccc(C)c1 (stereo not given),1.1%[46 µM]
CCOC(=O)c1scc(-c2ccccc2)c1S(=O)(=O)Nc1ccccc1F,u
COc1ccc(Cl)cc1NC(=O)CSc1nc(=O)[nH]c2c1CCC2,-18.6%[46 µM]
COc1ccc(C2=C(C)C(=O)N(Cc3ccc(C(=O)Nc4ccc(C)c(C)c4)cc3)S2(=O)=O)cc1,8.6%[46 µM]
CC(C)NC(=O)c1cnc2sc(N3CCCCCC3)nn2c1=O,11.9%[46 µM]
CC1=C(C(=O)Nc2cccc(C(F)(F)F)c2)C(c2ccccn2)n2ncnc2N1 (stereo not given),-2.6%[46 µM]
COC(=O)c1ccccc1NC(=O)Cn1c(=O)cc(C)c2c(C)nn(-c3cccc(Cl)c3C)c21,-3.5%[46 µM]

(cont.)
SMILES,Lamin A splicing
CCOc1ccccc1C(=O)NCC(c1ccc(N(C)C)cc1)N1CCCC1 (stereo not given),-11.7%[46 µM]
CCC(=O)N1CCN(c2nc3c(C)cccc3s2)CC1,30.4%[46 µM]
CC(=O)Nc1ccc(NS(=O)(=O)c2ccc3c(c2)CCCN3C(C)=O)cc1,-18.9%[46 µM]
COc1cccc2sc(N(Cc3cccnc3)C(=O)C3CCCCC3)nc12,-3.7%[46 µM]
COc1cc(CNC(=O)c2ccc3c(c2)N(C)C(=O)C2CCCCN32)cc(OC)c1OC (stereo not given),u
COc1cccc([C@@H]2Nc3ccc(C(=O)O)cc3[C@@H]3C=CC[C@@H]32)c1OC,16.3%[46 µM]
O=C(CSc1nc2c([nH]c3ccccc32)c(=O)n1-c1ccccc1)Nc1ccccc1C(F)(F)F,u
CC(C)c1ccc(NC(=O)c2cnc3sc(N4CCCC4)nn3c2=O)cc1,2.9%[46 µM]
Cc1ccc(Cl)cc1-n1ncc2c(NCCC3=CCCCC3)ncnc21,-19.9%[46 µM]
CCOC(=O)c1cc(-c2ccccc2)n(CCCC(=O)Nc2ccc(CC)cc2)c1C,5.4%[46 µM]

High-throughput results as filed in PubChem BioAssay.

Only part of the results is shown, so the mix of outcomes need not match the whole.
